# Bioassay records as filed in PubChem.
# Vif inh: blocks HIV Vif function; HEK293T cells, Vif self-association by quenched fluorescence, imaging, 24 h; inhibition, % at 7.49 µM; hit rate 0.35% among 340,000; AID 602346; in the data active means inhibition above about 50%, passing the limit was not always enough; inconclusive means no clear call, values can overlap the other calls; inactive means below about 31%; further: some results filed as inactive read as strong as hits
# Exocytosis inh: lytic granule exocytosis inhibition; TALL-104 LAMP-1 surface exposure, flow cytometry; cells stimulated with thapsigargin and PMA; inhibition, % at 10 µM; hit rate 0.66% among 360,000;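 active means inhibition above about 55%, limit read from the data; inconclusive means no clear call, values can overlap the other calls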
# HIF-2a inh: blocks HIF-2a reporter activity; 786-0 RCC cells HIF-2a reporter, luciferase luminescence, overnight; inhibition, % at 18.8 µM; hit rate 0.72% among 360,000; AID 624352;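 active means inhibition of the luminescence signal of 40% or more relative to plate controls, in a single-dose primary screen at 18.75 µM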
# aDG glyco up: increases alpha dystroglycan glycosylation; hit rate 0.22% among 360,000; activation, % at 10 µM; AID 624168; Pro5-aDG cells, alpha-DG glycosylation AlphaScreen (IIH6); 0% Pro5, 100% B10-LARGE cell signal;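 active means activation of at least 8% versus controls, or a plate z-score of at least 8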;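 further: Pro5 are CHO cells carrying HIG-tagged alpha-DG that lacks glycosylation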
# MITF TRPM1 inh: MITF TRPM1 promoter inhibition in SK-MEL-5 cells; inhibition, % at 12.5 µM; hit rate 0.83% among 330,000; SK-MEL-5 TRPM1 promoter luciferase, 24 h; AID 488899;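 active means mean inhibition across replicates of 60% or more, whatever share of single replicates reaches that level; inconclusive means some that reach 60%, reason not given; inactive means mean inhibition across replicates below 60%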; further: values of inactives mirror those of a sister screen read the other way
# Peg3 promoter: inhibitors of Peg3 promoter; AID 588405; HeLa PEG-Prom luciferase reporter, luminescence, overnight; inhibition, % at 20 µM; hit rate 1.7% among 360,000;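 active means inhibition of at least 50% at 20 µM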
# NR2E3 ag-1: activates human photoreceptor nuclear receptor NR2E3 | Q9Y5X4 | GST-NR2E3/biotin-RetCOR TR-FRET, 1536-well | inhibition of corepressor binding, % at 4.78 µM | hit rate 0.12% among 320,000 | AID 2300;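 active means percent inhibition above the cutoff of mean plus 3 SD of all tested compounds, set per screening campaign, cut at about 20% in these data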;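 further: 0% = DMSO wells and 100% = biotin wells as full block of FRET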
# Target sequence (Q9Y5X4 whole entry, looked up): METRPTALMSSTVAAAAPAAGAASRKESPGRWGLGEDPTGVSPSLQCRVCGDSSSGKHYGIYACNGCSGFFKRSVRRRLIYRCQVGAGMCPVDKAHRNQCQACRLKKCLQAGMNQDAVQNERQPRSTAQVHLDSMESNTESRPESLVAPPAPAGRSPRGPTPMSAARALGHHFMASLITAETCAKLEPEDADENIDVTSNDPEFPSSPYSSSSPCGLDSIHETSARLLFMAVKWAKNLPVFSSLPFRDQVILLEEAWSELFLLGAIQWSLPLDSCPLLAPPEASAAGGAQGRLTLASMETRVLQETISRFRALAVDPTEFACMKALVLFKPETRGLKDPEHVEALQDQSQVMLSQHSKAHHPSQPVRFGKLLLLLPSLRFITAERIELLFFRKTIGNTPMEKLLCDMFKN
#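 Format: 1536-well format; test system: GST-NR2E3 and biotin-RetCOR proteins; read-out basis: percent inhibition of TR-FRET ratio; timing: 5 h incubation at 4 °C; detection: time-resolved FRET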
# CaV13 FRET inh: Disruptors of the CACNA1D IQ motif to Ca2+-dependent inactivation inhibitor domain association, primary screening, Förster resonance energy transfer in intact living …; hit rate 0.098% among 340,000; inhibition, % at 12.3 µM; HEK cells, CFP/YFP FRET ICDI-IQ, plate reader, 10 min; percent FRET-ratio fall versus neutral wells; AID 743397;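 active means mean replicate inhibition of at least 30% and at least 1% of replicates passing that level; inconclusive means only one of the two criteria is met; inactive means neither criterion is met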;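 further: 0% = median of the neutral control wells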
# hiPSC survival: enhancers of human iPSC single-cell survival; hiPSC single-cell survival, ATPlite luminescence; 100% = ROCK inhibitor wells, 0% = DMSO; survival enhancement, % at 20 µM; hit rate 0.044% among 360,000; AID 602274; in the data active means survival enhancement above about 18%;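 further: cells exposed to compounds for 16 hours before the ATP read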
# PDI turbidity: PDI (human) enzyme inhibition; AID 588391; inhibition, % at 10 µM; P07237; hit rate 0.052% among 350,000; PDI insulin aggregation turbidity, A650, 90 min;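 active means mean inhibition across replicates of 30% or more, whatever share of single replicates reach that level; inconclusive means mean inhibition below 30% while every single replicate reaches 30%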;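 further: absorbance from insulin aggregation driven by PDI reduction with DTT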
# Target sequence (P07237 whole entry, looked up): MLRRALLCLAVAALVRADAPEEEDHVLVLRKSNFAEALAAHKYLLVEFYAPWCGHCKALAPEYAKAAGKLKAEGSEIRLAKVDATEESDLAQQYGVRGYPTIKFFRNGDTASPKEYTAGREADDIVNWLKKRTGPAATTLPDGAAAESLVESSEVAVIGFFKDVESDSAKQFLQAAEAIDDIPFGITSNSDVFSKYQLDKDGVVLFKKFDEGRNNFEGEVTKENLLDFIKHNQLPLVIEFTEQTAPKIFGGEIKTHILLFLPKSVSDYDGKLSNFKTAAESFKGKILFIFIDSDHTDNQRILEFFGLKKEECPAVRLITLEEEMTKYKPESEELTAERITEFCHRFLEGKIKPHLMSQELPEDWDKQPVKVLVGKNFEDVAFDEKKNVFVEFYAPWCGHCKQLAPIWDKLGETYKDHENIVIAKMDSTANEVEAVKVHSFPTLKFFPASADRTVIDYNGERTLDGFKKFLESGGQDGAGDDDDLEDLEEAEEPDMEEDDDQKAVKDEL
# NR2E3 ag-2: activates human NR2E3 receptor. CHO-S Gal4-NCOR/VP16-NR2E3 two-hybrid, luciferase. inhibition of corepressor binding, % at 3.98 µM. hit rate 0.35% among 360,000. AID 602229;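 active means inhibition above the mean of all tested compounds plus 3 SD, cut at about 70% in these data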;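 further: 0% = DMSO with NR2E3 transfected cells and 100% = cells lacking NR2E3 construct; higher means lower luciferase signal from less NR2E3 corepressor binding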
# * = called active by the depositor; ? = inconclusive; · = not tested or not shown. This is a subset (hit frequency here may not be typical).
SMILES,Vif inh,Exocytosis inh,HIF-2a inh,aDG glyco up,MITF TRPM1 inh,Peg3 promoter,NR2E3 ag-1,CaV13 FRET inh,hiPSC survival,PDI turbidity,NR2E3 ag-2
Cc1cc(C)c(S(=O)(=O)NCC2CCC(C(=O)N3CCC4(CC3)OCCO4)CC2)c(C)c1 (stereo not given),11,-2,5,-0.1,4,10,5,-10,3.0,-7,-1
Cc1cccc(-n2c(-c3ccc([N+](=O)[O-])cc3)nc3ccccc3c2=O)c1,10,0,16,-0.2,-13,19,1,-15,3.3,-4,11
CNP1(NC)=Nc2nn(-c3ccccc3)c(N)c2C(c2ccccc2)=N1,-3,-2,-9,0.0,9,5,-1,-8,0.1,-10,-9
Cc1ccccc1N1CCN(C2CCCN(C(=O)Cc3c(C)noc3C)C2)CC1 (stereo not given),-11,-4,8,0.1,-2,8,2,·,-0.3,-5,-11
O=c1[nH]c(=O)n(CCC2=CCCCC2)c(O)c1/C=N/Nc1cccc2ccccc12,-7,-1,10,0.0,19,14,-3,-21,-0.6,8,-18
CCOC(=O)C1SC2(C(F)(F)C(F)F)CC1(O)c1c(c(OC)c3occc3c1OC)O2 (stereo not given),-1,13,6,-0.1,2,15,0,-6,-0.3,3,11
Cn1c(O)c(Cc2cccc(Cl)c2Cl)c(=O)n(C)c1=O,-5,-5,3,0.1,3,-3,2,-2,1.5,-5,-12
COc1ccc(C(c2nnnn2C2CCCC2)N2CCC3(CC2)C(=O)NCN3c2ccccc2)cc1 (stereo not given),1,-1,9,0.1,·,17,·,-6,1.8,·,5
O=C(Nc1ccccc1OC(=O)N1CCOCC1)N1CCOCC1,14,-4,17,-0.1,-13,9,1,-4,3.9,-1,4
CCCCn1c(=O)c(C(=O)Nc2ccccc2F)c(O)c2ccccc21,7,17,-34,-0.1,-13,5,2,-20,0.1,0,-15
O=C(NCC1=C(c2cccc3ccccc23)C[C@@H]2CC[C@H]1N2Cc1ccco1)c1cccnc1,-2,-2,-4,0.2,·,-20,·,-3,0.0,8,-6
COc1cccc(C(c2nnnn2-c2ccc3c(c2)OCCO3)N2CCC3(CC2)C(=O)NCN3c2ccccc2)c1OC (stereo not given),-2,0,-23,-0.2,·,46,·,-5,4.5,·,-15
CC(C)(C)c1ccc(C(=O)C2CCCN(C3CCC3)C2)cc1 (stereo not given),-3,3,5,-0.4,-4,-1,-1,-5,-0.1,11,7
CC(=O)O[C@@H]1/C=C/[C@](C)(O)C[C@@H](C)C/C=C/[C@H]2[C@@H]3O[C@]3(C)[C@@H](C)[C@H]3[C@H](Cc4ccccc4)NC(=O)[C@@]312,11,16,-43,-0.1,·,39,-2,·,-1.3,·,-19
COc1ccccc1CNCCc1ccc(F)cc1,-10,1,10,-0.1,·,-67,-2,-4,-0.5,9,-11
Cc1ccc(Cn2nc(C)c(C=O)c2Cl)cc1,-11,0,11,-0.3,-5,0,1,3,-0.7,-7,-25
NC(Cc1nc2ccccc2[nH]1)c1ccc(Cl)cc1 (stereo not given),0,-4,-398,0.3,-76,-301,-3,-5,-0.8,-2,-144
Cc1ccc(-n2c(C)cc(/C=C3\C(=O)NC(=O)N(C)C3=O)c2C)cc1C,-1,0,-20,0.1,-7,10,3,-14,2.1,7,-1
C/C(CC(c1ccccc1)c1c(O)c2ccccc2oc1=O)=N\NC(N)=S (stereo not given),0,1,11,4.5,-1,1,0,-4,-2.1,-3,-19
CN(Cc1ccccc1)C(=O)CN1CCCC1=O,3,-7,9,-0.1,-3,3,3,-19,0.0,0,13
O=C(Nc1ccc(Br)cc1)N1C[C@H]2C[C@@H](C1)c1cccc(=O)n1C2,-6,-6,2,0.0,8,-10,4,·,1.2,·,10
COc1ccc(OC)c(N2C(=O)CC(=O)NC2=O)c1,0,0,7,-0.2,7,1,5,-10,-0.4,14,22
Cc1cc(C=C2C(=O)NC(=S)NC2=O)c(C)n1-c1ccc2c(c1)OCO2,1,2,14,0.1,41,15,4,-7,-0.2,18,-8
COc1cc2ccc(=O)oc2c2ccoc12,-4,-1,8,-0.1,·,-8,2,-5,0.6,-2,12
COC(=O)C1=C(c2ccccc2)C[C@@H]2CC[C@H]1N2C(=O)NC1CC1,4,-5,2,-0.1,5,1,-3,-11,3.2,-1,-16
# Following part.
SMILES,Vif inh,Exocytosis inh,HIF-2a inh,aDG glyco up,MITF TRPM1 inh,Peg3 promoter,NR2E3 ag-1,CaV13 FRET inh,hiPSC survival,PDI turbidity,NR2E3 ag-2
CCCCC(=O)N/N=C/c1c(O)n(-c2cccc3ccccc23)c(=O)[nH]c1=O,-15,0,14,0.1,6,11,1,-2,-0.1,2,-21
CC(=O)c1cn(CC(=O)NCCc2c[nH]c3ccccc23)c2ccccc12,0,9,8,0.5,21,11,2,4,-0.5,-5,-9
CN1C(=O)C(=Cc2ccc(N3CCOCC3)o2)C(=O)N(C)C1=O,4,-1,-35,0.1,-5,8,-1,-7,3.1,-2,-27
O=C(COC(=O)Cc1ccccc1)Nc1cc(S(=O)(=O)N2CCCCC2)ccc1Cl,?,-14,19,-0.1,5,10,3,-4,-0.4,-1,-21
Cc1nc2cc(C(F)(F)F)ccc2n1C1CCN(Cc2nnnn2CCc2ccccc2)CC1,-15,1,24,0.2,0,24,2,·,4.2,17,-14
CC(Cc1ccccc1)NC(=O)c1ccc(N)cc1 (stereo not given),-6,0,-190,-0.1,-68,-211,-1,0,-0.1,6,-110
CN1CC2=CC(O)CC3Oc4c(O)ccc(c4[C@]23C)C1 (stereo not given in full),-7,-3,0,-0.2,-4,3,0,·,-0.3,·,-15
COc1cc(/C=C/[N+](=O)[O-])ccc1O,9,19,70*,0.1,57,18,-3,·,-1.3,2,4
C[C@]12CCC3C(CC[C@H]4C[C@@H](O)CC[C@]34C)C1C/C(=N/O)[C@@H]2O (stereo not given in full),4,-14,16,-0.2,6,16,·,-6,-1.6,7,4
O=C(C1CC(=O)N(C2CCCC2)C1)N1CCC2(CC1)OCCO2 (stereo not given),4,-3,4,0.0,-9,-6,1,-4,2.2,-1,-4
Cc1c(Cl)cccc1NC(=S)N1CC2CC(C1)c1cccc(=O)n1C2 (stereo not given),15,-1,18,-0.1,-9,-5,-3,-4,0.4,-3,5
CCOc1ccc(-c2cc(C)[n+](CCN(CC)CC)c(-c3ccc(OCC)cc3)c2)cc1,-25,78*,5,0.0,70*,53*,1,-4,-0.7,2,16
COc1ccc(-n2nnnc2C(c2cccs2)N2CCC(n3c(=O)[nH]c4ccccc43)CC2)cc1 (stereo not given),5,-2,-23,-0.3,·,71*,·,-7,0.8,·,27
COC(=O)C1=CO[C@@H](C)[C@@H]2CN3CC[C@]4(C(=O)Nc5ccccc54)[C@@H]3C[C@H]12,·,-10,11,-0.2,6,3,2,-5,8.0,-2,-12
C=CCCC1(C(C)C)C(=O)NC(=S)NC1=O,4,10,9,-0.1,3,10,·,-5,0.5,4,-8
C[C@]12CCC3C(CC[C@H]4C[C@H](N)CC[C@]34C)C1CC[C@H]2O (stereo not given in full),-4,0,9,0.2,-14,-4,4,-14,-0.3,4,4
Cc1ccc(C(=O)C2CN(C)CC2C(=O)c2ccc(C)cc2)cc1 (stereo not given),1,-2,-83,-0.2,-14,-114,4,-7,5.5,-1,-140
CC(C)(C)P(=O)(NCc1ccccc1)c1ccccc1 (stereo not given),8,0,11,0.1,-11,3,-5,6,-0.1,-4,4
CCOC(=O)c1ccc(N=C(C)c2c(O)[nH]c(=O)[nH]c2=O)cc1,6,-11,-2,-0.2,-10,-3,1,-5,-0.3,1,-12
COC(=O)C1=C(c2ccc(C(C)=O)cc2)C[C@@H]2CC[C@H]1N2C(=O)NCC1CC1,2,2,-3,0.5,-5,4,7,·,-1.5,-6,-32
COC1C(O)C(C)OC(OC2CCC3(C)C(CCC4C3C(O)CC3(C)C(C5=CC(=O)OC5)CCC43O)C2)C1O (stereo not given),-14,-4,74*,-0.2,73*,100*,·,-2,-1.0,5,3
Cc1ccc(O)c(C(=O)c2cc(C(=O)NCCC(C)C)c(=O)n(CCC(C)C)c2)c1,-3,-5,12,0.2,15,8,3,-5,-0.1,1,-6
O=c1c2ccccc2nc(-c2ccco2)n1-c1ccncc1,2,3,9,-0.2,2,9,0,-5,-0.3,6,-4
CC(C)OC(=O)C1C(=O)NC2(C)CC1c1ccccc1O2 (stereo not given),1,-1,19,0.1,3,7,-1,-4,-0.9,-11,-39
O=C(N/N=C/c1c(O)n(CCc2ccccc2)c(=O)[nH]c1=O)c1ccccc1,8,-4,7,0.0,·,2,3,-1,-0.7,-1,-50
# (cont.)
SMILES,Vif inh,Exocytosis inh,HIF-2a inh,aDG glyco up,MITF TRPM1 inh,Peg3 promoter,NR2E3 ag-1,CaV13 FRET inh,hiPSC survival,PDI turbidity,NR2E3 ag-2
COCCNC(=O)N1[C@H]2CC[C@@H]1C(C(=O)OC)=C(c1ccc(OC)c(OC)c1)C2,13,-1,10,0.1,3,-9,2,-5,-0.9,5,6
COc1ccc(C(=O)C2CCCN(Cc3ccon3)C2)c(OC)c1 (stereo not given),-2,6,7,-0.4,8,11,2,-6,3.7,-1,-2
COc1ccc(-c2ccc3c(c2)CN(CC(C)C)Cc2cnnn2-3)cc1,3,12,-14,0.1,·,-4,·,-6,0.4,·,-27
OCC12CO[C@@H]3c4ccccc4[C@H](OC1)N32 (stereo not given in full),5,0,-4,-0.1,-16,1,4,-5,-0.9,-1,-19
CCCCn1c(O)c(C(C)=NCc2ccc(F)cc2)c(=O)[nH]c1=O,20,4,2,-0.1,-5,8,1,-3,-1.2,-2,-13
O=C(CN1C(=O)CN=C(c2ccccc2Cl)c2cc(Cl)ccc21)NCc1ccco1,-14,-2,21,0.7,7,17,-1,·,-2.8,-11,-3
C[N+]12CN3CN(CN(C3)C1)C2,-5,1,15,0.0,10,-7,0,13,-1.1,4,-15
CC(C)[C@]12CC(=O)[C@H](C)[C@H]1C2,-6,-2,-5,-0.1,7,7,4,·,-2.2,·,-24
CC1CCCC(C)N1/N=C/c1c[nH]c2ccc(Br)cc12 (stereo not given),-7,6,23,0.7,15,22,-3,-1,0.5,0,-14
O=C1CC(=O)N(c2ccccc2)C(=O)N1c1ccccc1,17,-9,-8,-0.1,-5,-10,1,-6,0.1,2,-61
Cc1noc(C)c1CC(=O)N1CCCC(N2CCN(c3ccccc3F)CC2)C1 (stereo not given),2,-3,10,0.1,6,6,1,-3,-0.4,4,-37
COc1ccc2[nH]cc(CCN(C)C)c2c1,-5,-10,4,0.2,5,11,-3,-5,5.4,0,-3
O=C1NC(=O)N(c2ccc3c(c2)OCO3)C(=O)/C1=C/c1ccc(N2CCCCC2)o1,·,-1,-3,-0.1,-10,-3,-1,-6,1.8,7,-5
